S-ASM inh: human S-ASM enzyme inhibition | placental ASM, HMU-PC fluorogenic substrate, 60 min | Potency, µM (titrated, usually from 57.5 µM), without a hit: at the highest dose activity change, negative = inhibition, actives largely listed as inhibitors | 340,000 tested, 0.006% active | AID 504937; further: potency means the concentration at half of the fitted maximal effect
Target sequence (P17405 47-631 limits assumed): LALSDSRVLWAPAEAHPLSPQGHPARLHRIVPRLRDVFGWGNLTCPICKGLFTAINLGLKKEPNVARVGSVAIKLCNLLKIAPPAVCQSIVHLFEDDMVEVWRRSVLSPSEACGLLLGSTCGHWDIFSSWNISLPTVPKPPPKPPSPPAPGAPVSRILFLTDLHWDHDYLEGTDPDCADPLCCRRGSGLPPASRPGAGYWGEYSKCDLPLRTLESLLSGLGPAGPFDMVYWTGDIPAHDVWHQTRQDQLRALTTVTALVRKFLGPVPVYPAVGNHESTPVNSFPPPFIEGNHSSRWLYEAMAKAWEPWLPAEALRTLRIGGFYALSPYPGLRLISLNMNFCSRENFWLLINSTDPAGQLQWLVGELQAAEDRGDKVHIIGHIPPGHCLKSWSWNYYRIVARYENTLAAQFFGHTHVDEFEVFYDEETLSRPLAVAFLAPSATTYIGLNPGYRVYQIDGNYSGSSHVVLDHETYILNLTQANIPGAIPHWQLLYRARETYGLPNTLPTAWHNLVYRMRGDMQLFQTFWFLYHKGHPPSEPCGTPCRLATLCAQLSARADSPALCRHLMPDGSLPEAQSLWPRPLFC
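HMU-PC0 cleavage (9 uM final) by human placental ASM, 60 min at 37 °C following 10 min compound exposure at RT; stopped at pH 10, fluorescence Ex 386/Em 447 nm.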
GALK inh: blocks human galactokinase activity; Potency, µM (titrated, usually from 57.5 µM), without a hit: at the highest dose activity change, negative = inhibition, hits mostly inhibitors; 270,000 tested, 0.007% active; P51570; Purified GALK, Kinase-Glo residual ATP luminescence; further: potency means the concentration at half of the fitted maximal effect; on the % scale 0 is the no-effect control and ±100 the full control effect
Target sequence (P51570 whole entry, looked up): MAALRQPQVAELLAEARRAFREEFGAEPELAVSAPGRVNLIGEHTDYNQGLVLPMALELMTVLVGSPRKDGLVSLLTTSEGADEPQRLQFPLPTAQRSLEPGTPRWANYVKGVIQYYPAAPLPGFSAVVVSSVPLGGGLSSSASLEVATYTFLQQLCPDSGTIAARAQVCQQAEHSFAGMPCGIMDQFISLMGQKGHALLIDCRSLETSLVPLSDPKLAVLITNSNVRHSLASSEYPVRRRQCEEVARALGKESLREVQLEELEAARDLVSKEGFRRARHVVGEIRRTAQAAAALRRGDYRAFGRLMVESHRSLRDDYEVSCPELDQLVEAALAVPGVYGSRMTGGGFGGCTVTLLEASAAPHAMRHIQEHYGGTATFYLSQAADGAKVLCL
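ATP-depletion format; final 35 uM ATP, 100 uM D-galactose, 5 nM enzyme; pH 8.0 HEPES/Mg2+ buffer; 60 min RT; luminescence read 10 min after detection reagent.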
MLL CXXC-DNA inh: inhibitors of human MLL CXXC domain-DNA interaction; MLL-CXXC / FITC-HOXA9 DNA fluorescence polarization; Potency, µM (doses to about 115 µM), for the others: at the top dose activity change, negative = inhibition, usual class: inhibitors; 290,000 tested, 0.037% active; AID 2662; active means well fitted inhibition curve with a large enough effect in the polarisation, with a control signal flat, not every such curve was filed as active; inconclusive means small, poorly fitted or top-dose-only effect, or effect the other way, or a change in a side signal; inactive means no such curve, though single readings can be large or run the other way; the % refers to the polarisation; further: potency means the concentration at half of the fitted maximal effect
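Fluorescence polarization: 7 uM MLL-CXXC (stock) preincubated 5 min with compounds, then 50 nM fluorescein-HOX-A9 DNA (stock) added; 30 min ambient. Buffer 50 mM Tris-HCl pH 7.5, 50 mM NaCl, 1 mM DTT, 0.05% BSA.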
TRPV1 agonist: agonists of human vanilloid receptor 1 (TRPV1); Q8NER1; TRPV1-expressing cells, Fluo-8 calcium influx, agonist mode; activation, % at 8.33 µM; 320,000 tested, 0.19% active; AID 540275; in the data active means activation above about 80%; inconclusive means between about 30% and that limit; further: 0% is about no effect
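TRPV1-expressing cells were cultured overnight at 35.5C and loaded with Fluo-8 calcium dye for 40 to 90 min at room temperature. After a 10 s baseline, compound was added and calcium influx was read kinetically for 3 min (ex 480/em 520 nm).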
KCNH2 3.1 inh: KCNH2 3.1 (human) potassium channel inhibition. U2OS KCNH2 3.1, thallium flux FluxOr; hits give low values. activity change, % (tested at about 1.8 µM). 340,000 tested, 0.95% active. AID 720553;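 active means maximum activity change below -70%; inconclusive means maximum activity change from -70% to -50%; inactive means maximum activity change above -50%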;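 further: thallium influx rate constant from kinetic fluorescence after stimulation buffer; on the % scale 0 is the no-effect control and ±100 the full control effect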
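We transduce U2OS cells with the mutant 3.1 virus, culture them overnight, load FluxOr with Red40 quencher for 45 min, then add stimulation buffer and read kinetically for 2 min to derive a normalized rate constant.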
KCNH2 WT inh: blocks the wildtype human KCNH2 potassium channel; Q12809; U2OS, BacMam KCNH2, thallium flux FluxOr; hits give low values; activity change, % at 1.84 µM; 340,000 tested, 0.37% active; AID 720551;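 active means maximum activity change below -70%; inconclusive means maximum activity change between -70% and -50%; inactive means maximum activity change above -50%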; further: on the % scale 0 is the no-effect control and ±100 the full control effect
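U2OS cells transduced with wild-type KCNH2 virus are loaded with FluxOr dye for 45 min, and thallium flux is measured in kinetic reads before and after stimulation buffer. Rate constants are normalized to DMSO controls.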
AT treatment: candidate therapy for ataxia-telangiectasia; Potency, µM (series often up to 57.5 µM), inactives show top-dose activation, usual class: activators; AID 485349; 320,000 tested, 0.19% active; […] A-T fibroblasts, KAP-1 phosphorylation AlphaLISA; neocarzinostatin DNA damage 30 min before lysis; further: potency means the concentration at half of the fitted maximal effect; % of control where 0% means no effect; nearly all actives have a fitted effect of over 45% in size
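hTERT-immortalized A-T patient fibroblasts ([…]), 500 cells/well in OPTI-MEM, 1% FBS, got compounds for 60 min, then NCS for 30 min at 37C. Lysates were then assayed for phospho-KAP-1 by AlphaLISA (anti-pKAP1 donor, anti-KAP1 acceptor beads), 6 hr at 25C.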
a7 integrin act: activators of alpha7 integrin expression for muscular dystrophy | alpha7betagal myoblasts, beta-gal FDG fluorescence, 48 h | Potency, µM (doses to about 38.3 µM), for the others: at the highest dose activation, hits mostly activators | 350,000 tested, 0.064% active;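 further: potency means the concentration at half of the fitted maximal effect; 100% = response of the positive control SU9516; nearly all actives have a fitted effect of over 60% in size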
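alpha7betagal+/- myoblasts (passage 13, 250/well) treated 48 h at 37C with compounds at 1:260 dilution of DMSO stock. Lysed, then beta-galactosidase activity read as FDG fluorescence (ex 480/em 540) after 30 min, with pre-read for autofluorescence.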
FBPA coupling cs: coupling enzyme interference in Giardia aldolase counter-screen. coupling enzyme system counterscreen, AmpLite Red fluorescence. activity change, negative = inhibition, % at 58.2 µM, hits read low. 290,000 tested, 0.67% active. AID 2472; in the data active means activity change below about -30%; further: on the % scale 0 is the no-effect control and ±100 the full control effect
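Counterscreen lacking aldolase: glyceraldehyde-3-phosphate coupling-enzyme reagent preincubated 10 min at RT with compound (at 57.5 uM final), then substrate/coupling system with AmpLite Red added; fluorescence read at 525/598 nm after 20 min RT.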
MBNL1 CUG block: blocks human MBNL1 binding to CUG repeat RNA | Q9NR56 | TR-FRET MBNL1-His/biotin-(CUG)12 binding, 665/545 ratio | Potency, µM (series often up to 57.5 µM), without a hit: at the top dose activity change, negative = inhibition, usual class: inhibitors | 280,000 tested, 0.036% active; active means well fitted inhibition curve with a large enough effect in the signal ratio, with a control signal flat, not every such curve was filed as active; inconclusive means small, poorly fitted or top-dose-only effect, or effect the other way, or a change in a side signal; inactive means no such curve, though single readings can be large or run the other way; the % refers to the signal ratio; further: potency means the concentration at half of the fitted maximal effect; on the % scale 0 is the no-effect control and ±100 the full control effect
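TR-FRET between His-tagged MBNL1 and biotin-(CUG)12 RNA, detected with Tb anti-His antibody (0.055 ng/ul) and streptavidin-XL665 (5 nM), 60 min at room temperature. Compounds titrated 92 nM to 58 uM; 665/545 nm ratio normalized to buffer and complex controls.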
Active calls of the source: *; ? = inconclusive; · = no result given; & = joins results of further samples; [ ] = remark or other dose. Unless noted, the call rests on the fitted dose curve; in most records, active means well fitted curve in the direction sought with a large enough effect; inconclusive means small, poorly fitted or top-dose-only effect, or another doubt; inactive means no such curve, though single readings can be large; an effect the other way counts as inactive or inconclusive.

SMILES	S-ASM inh	GALK inh	MLL CXXC-DNA inh	TRPV1 agonist	KCNH2 3.1 inh	KCNH2 WT inh	AT treatment	a7 integrin act	FBPA coupling cs	MBNL1 CUG block
COc1ccccc1N(C(=O)c1ccco1)C(C(=O)NC1CCCC1)c1cccnc1 (stereo not given)	1%	1%	2%	1	3	-8	4%	-7%	2	1%
Cn1c(CNc2ccc(Cl)cc2)nnc1SCc1ccccc1	2%	-4%	3%	20	-38	6	3%	0%	4	-7%
CCCCCCOC(=O)c1ccccc1NC(=O)/C=C/C(=O)O	16%	-3%	-26%	1	-4	-6	6%	-28%	8	-5%
O=C(Nc1ccc(OC(F)(F)F)cc1)c1ccc2ccccc2n1	-5%	8%	10%	29	2	-3	7%	-14%	-9	-4%
C/C(CCN1CCc2nc(-c3ccccc3)c(-c3ccccc3)cc2C1)=N\OC[C@@H](C)[C@H](OCc1ccccc1)C(C)C	2%	·	11%	20	1	30	-9%	-4%	2&1	4%
O=C(NCc1ccco1)C(c1cccs1)N(C(=O)Cc1cccs1)c1ccccc1 (stereo not given)	-7%	7%	2%	8	-12	-1	5%	4%	5	-18%
Cc1cc(F)ccc1S(=O)(=O)Nc1ccccc1C(=O)Nc1ccc2[nH]c(=O)[nH]c2c1	?	0%	-21%	6	0	-3	·	3%	5	-6%
Nc1ccc2c(c1)OC1(CCCC1)O2	12%	2%	19%	-3	-14	-6	-1%	-16%	-4	7%
CC1Cc2ccccc2N1C(=O)/C=C/c1cccc(F)c1 (stereo not given)	-3%	-1%	-24%	?	-5	-3	·	21%	-3	1%
Cc1cc(C)c(S(=O)(=O)Nc2nnc(CC(C)C)s2)c(C)c1	-4%	2%	-24%	-3	11	-1	-1%	1%	0	-13%
CCC(=O)N1CCc2cc(S(=O)(=O)CCC(=O)N3CCN(c4ccc(Cl)cc4)CC3)ccc21	-5%	-5%	2%	3	-10	-13	-8%	-15%	·	-1%
Cc1cc(C)c(C(=O)N2CCCC(Nc3ccc(F)cc3)C2)o1 (stereo not given)	-2%	0%	41%[activator]	83*	-2	-7	-3%	10%	-7	1%
C=CCNC(=O)c1cc(Cl)cc(Cl)c1	-2%	7%	9%	3	11	0	-2%	17%	0	-16%
CCN1CCN(C(=S)NC(CC(=O)c2ccccc2)c2ccccc2)CC1 (stereo not given)	-1%	7%	4%	·	-4	-3	1%	24%	6	·
COc1ccccc1NC(=S)N1CCCc2ccccc21	-2%	8%	2%	-1	-6	3	3%	-18%	0	-7%
COc1ccc(C(=O)C2CCCN(C(=O)C3CCOCC3)C2)cc1OC (stereo not given)	1%	-1%	1%	2	4	-12	10%	-16%	0	-7%
O=C(CNC(=O)C1COc2ccccc2O1)N/N=C\c1ccccc1Cl (stereo not given)	3%	-6%	46%[activator]	5	-1	9	-1%	2%	·	5%
O=C(CCN1C(=O)C2CC=CCC2C1=O)Nc1ccccc1Cl (stereo not given)	3%	-2%	-8%	-2	3	-11	9%	-14%	·	3%
CN(C)C(=O)COC(=O)c1cccnc1Nc1ccccc1F	-1%	1%	-6%	15	4	-1	5%	-7%	0	2%
CCCNC(=O)Cn1cnc2sc(C(=O)N3CCN(Cc4ccc5c(c4)OCO5)CC3)c(C)c2c1=O	6%	0%	11%	1	·	-9	-3%	15%	2	-9%
Cn1c(SCC(=O)N2CCN(c3ccccc3)CC2)nnc1-c1cc2ccccc2o1	4%	1%	14%	3	-21	15	4%	42%	-6	10%
COc1ccc2c(CC(=O)NNC(=O)c3ccccc3F)coc2c1	-3%	·	·	·	7	-2	6%	14%	·	·
CCOC(=O)c1c(C)[nH]c(C(=O)COC(=O)[C@H](C)NC(=O)c2ccccc2Cl)c1C	-11%	1%	-1%	-3	4	2	4%	18%	0	-15%
CS(=O)(=O)N(CC(=O)N1CCCCC1)Cc1ccccc1	8%	1%	-8%	-1	4	-3	7%	0%	0	-2%
CCOC(=O)c1c(C)[nH]c(C(=O)CSc2nnc(CC(C)c3ccccc3)o2)c1C (stereo not given)	-2%	7%	10%	5	4	-4	-2%	-31%	2	-10%

Record cards, as listed above. Order of values: S-ASM inh	GALK inh	MLL CXXC-DNA inh	TRPV1 agonist	KCNH2 3.1 inh	KCNH2 WT inh	AT treatment	a7 integrin act	FBPA coupling cs	MBNL1 CUG block
Shown for CCN1CCN(C(=S)NC(CC(=O)c2ccccc2)c2ccccc2)CC1 (stereo not given) : -1%	7%	4%	·	-4	-3	1%	24%	6	·
Shown for Nc1ccc2c(c1)OC1(CCCC1)O2 : 12%	2%	19%	-3	-14	-6	-1%	-16%	-4	7%
Shown for Cc1cc(F)ccc1S(=O)(=O)Nc1ccccc1C(=O)Nc1ccc2[nH]c(=O)[nH]c2c1 : ?	0%	-21%	6	0	-3	·	3%	5	-6%

(more compounds)
SMILES	S-ASM inh	GALK inh	MLL CXXC-DNA inh	TRPV1 agonist	KCNH2 3.1 inh	KCNH2 WT inh	AT treatment	a7 integrin act	FBPA coupling cs	MBNL1 CUG block
COc1ccc(NC(=S)Nc2ccc(OCc3ccccc3)cc2)cc1OC	-3%	-3%	-4%	-2	0	-8	3%	4%	-7	9%
COc1ccccc1NC(=O)CSc1nnc(CC(=O)Nc2cccc(C(F)(F)F)c2)n1C	-1%	-1%	-1%	-5	-9	-1	·	6%[7.66 µM]	2	7%
CCCC1C(C#N)=C(N)Oc2n[nH]c(C(C)(C)C)c21 (stereo not given)	6%	-1%	5%	0	1	-22	-5%	-16%	-16	-2%
Nn1c(SCc2cccc(F)c2)nnc1-c1cccnc1	-2%	0%	-3%	-4	3	2	-1%	19%	5	-2%
C[C@H](O)[C@@H]1C(=O)N2CCc3ccc(-c4cccc(F)c4)cc3[C@@H]2C[C@@H]1N(C)S(=O)(=O)c1ccccc1	-16%	·	·	·	13	-1	·	-4%	·	·
CCN(CCCNC(=O)Cn1ncc2c(=O)oc3ccccc3c21)c1cccc(C)c1	6%	2%	3%	·	-180*	-165*	-9%	-1%	-7	56%[activator]
CCC(=O)NCCCNc1nc2c(C)cccc2cc1C#N	·	5%	-3%	?	-9	-8	-1%	-13%	-13	18%
CCN1C(=O)C2(Nc3ccccc3-c3nc4ccccc4n32)c2cc(OC)ccc21 (stereo not given)	5%	-3%	-10%	-11	8	2	3%	33%	0	-6%
COc1ccccc1C(=O)NC(=O)CSc1nncn1C(C)C	·	·	·	-2	-10	0	1%	8%	·	·
c1cncc(-c2noc(CC3CCCCC3)n2)c1	-1%	-3%	-2%	5	10	5	-2%	23%	3	-1%
CCN(CC)CCCN=C1N[C@@H](c2cccc(C(F)(F)F)c2)C(C(=O)OC)=C(C)N1CC	1%	·	·	·	-22	-18	10%	-43%	·	·
CC(=O)Nc1ccc(C(=O)Nc2nnc(CCc3ccccc3)s2)cc1	0%	0%	23%	0	-14	6	-2%	13%	0	119%[activator]
Cc1ccc(C)c(OC(=O)CN2C(=O)c3ccccc3C2=O)c1	-10%	-2%	-9%	19	2	-94*	4%	0%	0	11%
CCn1cc(C(=O)O)c(=O)c2cc(F)c(N3CCN(C(=S)NC(=O)c4cccc(C)c4)CC3)cc21	-4%	4%	0%	0	6	10	-3%	5%	1	-6%
Cn1/c(=N/NC(=O)c2cccc(OC(F)F)c2)sc2ccccc21	-1%	0%	0%	2	-14	9	2%	-32%	-1	-13%
O=C(c1ccco1)N(CCCN1CCOCC1)c1nc(-c2ccc(Cl)cc2)cs1	-7%	0%	2%	5	-15	9	18%	-27%	-1	15%
COc1cccc(-c2cc3nc(-c4ccccc4)cc(N4CCC5(CC4)OCCO5)n3n2)c1	·	-1%	1%	14	2	10	33%	6%	-1	13%
C#CCOCCOCCOCCNc1nc(N2CCN(C(=O)[C@H]([C@@H](C)CC)n3cc([C@@H](N)CC(C)C)nn3)CC2)nc(N2CCN(C(=O)[C@H](CCCCN)n3cc([C@@H](N)C(C)CC)nn3)CC2)n1 (stereo not given in full)	1%	-1%	-12%	-2	-3	3	0%	23%	1	-8%
Cc1nn(CC(=O)NCCCN2CCCCC2C)c(=O)c2cccn12 (stereo not given)	0%	-1%	-1%	-2	14	-6	8%	?	2	0%
O=C1NC(c2cc(Cl)cc([N+](=O)[O-])c2O)Nc2ccccc21 (stereo not given)	-1%	·	2%	9	-4	-7	10%	0%	-1	-19%
COc1ccc(CCC(=O)Nc2nc(C)c(C(=O)N(C)C)s2)cc1	2%	-7%	10%	-6	-13	-13	-4%	6%	-7	-4%
Cc1ccc(C(=O)Nc2ccc(S(=O)(=O)N3CCCC3)cc2)s1	-6%	-2%	-2%	?	1	4	-3%	-6%	-11	-7%
Cc1ccc(C(=O)NC2CC(C)(C)NC(C)(C)C2)cc1C	3%	-2%	-2%	2	-2	-3	-2%	8%	1	-3%
CCOc1cccc(C(=O)Nc2ccncc2)c1	2%	2%	-5%	?	-29	-1	1%	-23%	5	-4%
